# Screening results from PubChem BioAssay.
# rTrxR1 inhibitor: blocks rat thioredoxin reductase 1 | recombinant rTrxR1, NADPH fluorescence consumption, selenite substrate | Potency, µM (doses to about 114 µM), for inactives: at the top dose activity change, negative = inhibition, hits mostly inhibitors | 390,000 compounds, 1% hits | AID 588453; also: potency is read from the fitted curve at half-maximal effect; % is scaled to controls: 0 for no effect and ±100 for the full control effect; nearly all actives have a fitted effect of over 65% in size
# Target sequence (O89049 whole entry, looked up): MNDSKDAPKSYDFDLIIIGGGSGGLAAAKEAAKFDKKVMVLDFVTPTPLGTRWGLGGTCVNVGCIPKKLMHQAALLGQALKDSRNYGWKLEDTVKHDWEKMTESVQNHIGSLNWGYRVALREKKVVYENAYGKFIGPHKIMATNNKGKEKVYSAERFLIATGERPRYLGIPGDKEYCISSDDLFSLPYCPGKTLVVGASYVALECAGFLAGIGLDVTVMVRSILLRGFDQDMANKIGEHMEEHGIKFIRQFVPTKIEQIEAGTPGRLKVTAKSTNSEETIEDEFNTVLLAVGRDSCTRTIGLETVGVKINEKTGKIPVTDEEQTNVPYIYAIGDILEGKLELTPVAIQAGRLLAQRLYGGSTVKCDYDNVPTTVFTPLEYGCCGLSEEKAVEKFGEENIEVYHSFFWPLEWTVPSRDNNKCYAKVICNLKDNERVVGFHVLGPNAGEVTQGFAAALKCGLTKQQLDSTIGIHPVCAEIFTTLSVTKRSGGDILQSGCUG
#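 Rat TrxR1 (90 nM in the dispensed reagent) was pre-reduced with 400 uM NADPH for 5 min at room temperature, then incubated with compound for 15 min. After 400 uM selenite was added, NADPH fluorescence (Ex 340/Em 450 nm) was followed for 8 min.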
# PI4K2A block: PI4K2A (human) kinase inhibition | purified PI4K2A, ADP-Glo luminescence, 1 h; hits give low values | activity change, negative = inhibition, % at 76.9 µM | 420,000 compounds, 0.13% hits; in the data active = activity change below about -50%; inconclusive = mostly about -30% to -49%;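 also: -100% = wells without enzyme as full effect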
#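 In this quantitative HTS, ADP production by PI4K2A was quantified luminescently after 1 h at ambient temperature; 100 microM adenosine served as plate-quality control.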
# TrxR1 substrate: is turned over as a substrate by rat TrxR1 | O89049 | purified TrxR1 substrate turnover, NADPH consumption readout | Potency, µM (titrated, usually from 114 µM), without a hit: at the highest dose activity change, negative = substrate turnover | 390,000 compounds, 0.01% hits; also: potency is read from the fitted curve at half-maximal effect; % is scaled to controls: 0 for no effect and ±100 for the full control effect; nearly all actives have a fitted effect of over 50% in size
#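 Rat TrxR1, dispensed at 90 nM, was prereduced with 400 uM NADPH (final) for 5 min at ~22 deg C, then incubated with compound 15 min before 400 uM selenite. A first-read NADPH fluorescence drop versus no-compound background flagged substrates.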
# IDH1 R132H inh: blocks human mutant IDH1 R132H enzyme; Potency, µM (series often up to 76.6 µM), for the others: top-dose activity change, negative = inhibition, usual class: inhibitors; 390,000 compounds, 0.093% hits; IDH1-R132H enzyme, NADPH consumption, diaphorase/resazurin fluorescence; AID 602179; O75874; also: potency is read from the fitted curve at half-maximal effect; % is scaled to controls: 0 for no effect and ±100 for the full control effect; nearly all actives have a fitted effect of over 65% in size
#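 IDH1-R132H (0.5 ug/mL) preincubated 30 min with compound, then NADPH (0.016 mM) and alpha-KG (2 mM) added; 80 min at RT, pH 7.5. Remaining NADPH coupled via diaphorase/resazurin to fluorescence (540/590 nm); concentration-response curves normalized to no-enzyme control.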
# TRHR enhancer: TRH receptor (human) allosteric enhancement; P34981; TRHR cells, fluo-8 calcium fluorescence, EC20 TRH enhancement; enhancement, % at 2 µM; 360,000 compounds, 0.66% hits; AID 493056; in the data active = enhancement above about 30%; also: 0% is about no effect
# Target sequence (P34981 whole entry, looked up): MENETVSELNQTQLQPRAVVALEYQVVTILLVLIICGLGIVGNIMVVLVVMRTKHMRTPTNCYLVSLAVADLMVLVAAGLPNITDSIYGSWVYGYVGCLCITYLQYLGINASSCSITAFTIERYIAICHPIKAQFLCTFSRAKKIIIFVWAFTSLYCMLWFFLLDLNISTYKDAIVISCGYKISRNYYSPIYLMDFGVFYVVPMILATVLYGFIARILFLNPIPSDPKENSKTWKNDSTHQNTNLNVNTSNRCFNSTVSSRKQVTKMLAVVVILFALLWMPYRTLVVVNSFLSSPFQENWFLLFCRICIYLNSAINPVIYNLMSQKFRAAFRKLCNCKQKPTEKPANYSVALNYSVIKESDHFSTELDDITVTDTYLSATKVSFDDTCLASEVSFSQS
#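 Enhancer read-out: after compound pinning and an initial kinetic agonist-mode read, an EC20 of TRH (10 nM final) was injected and fluo-8 calcium signal (Ex 480/Em 530) followed at 1 s/cycle for 100 cycles in TRHR-expressing cells.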
# TRHR agonist: TRH receptor (human) agonism | activation, % at 2 µM | TRHR cells, calcium flux fluo-8, FDSS agonist mode | P34981 | 360,000 compounds, 0.18% hits; in the data active = activation above about 30%; also: 0% is about no effect
#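 Agonist-mode FDSS calcium read (Ex 480/Em 530, 1 s cycles) in 1536-well TRHR cells with fluo-8 dye, after 10-cycle baseline and 23 nL compound addition; TRH at EC20 (10 nM final) added afterwards for the enhancer phase.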
# D2 agonist: D2 dopamine receptor (human) agonism. activation, % at 2 µM. HEK293 T-REx D2 cells, calcium flux agonist mode. P14416. 340,000 compounds, 0.53% hits;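 active = activation over 3 SD above normal in the single-dose calcium agonist read, cut at about 30% in these data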; also: 0% is about no effect
#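 Tetracycline-induced HEK293 Trex cells with D2 receptor force-coupled to calcium signaling, plated overnight at 30 C and loaded with no-wash calcium dye. Calcium flux read kinetically for 180 s after compound addition; responses flag agonists.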
# USP1-UAF1 inh: blocks the human USP1/UAF1 deubiquitinase complex | O94782 | recombinant USP1/UAF1, Ub-Rhodamine cleavage fluorescence | Potency, µM (titrated, usually from 57.1 µM), for the others: at the top dose activity change, negative = inhibition, most hits filed as inhibitors | 390,000 compounds, 0.23% hits; also: potency is read from the fitted curve at half-maximal effect; % is scaled to controls: 0 for no effect and ±100 for the full control effect; nearly all actives have a fitted effect of over 60% in size; inactives centre near -12
#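 In this screen, compounds sit with the deubiquitinase complex (1nM) for 15 min at room temperature before Ub-Rho is added at 150nM final. Fluorescence rise is then followed for 6 reads every 60 seconds.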
# D2 antag: antagonizes the human D2 dopamine receptor; P14416; HEK293 TREx D2 cells, calcium flux, dopamine EC80; inhibition, % at 10 µM; 340,000 compounds, 2% hits; in the data active = inhibition above about 30%; also: 0% is about no effect
#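 Calcium mobilization kinetics were recorded at 1 s intervals in tetracycline-induced HEK293 T-REx D2 cells, first for 180 s after compound addition and then 180 s after EC80 dopamine.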
# An asterisk follows results filed as active; ? = inconclusive; nt = not tested or not shown; [ ] = dose if it differs, or a comment. Unless noted, calls follow the shape of the dose curve; as a rule, active = well fitted inhibition curve with a large enough effect; inconclusive = small, poorly fitted or top-dose-only effect; inactive = no such curve, though single readings can be large or run the other way.
# Second line of a record – rTrxR1 inhibitor	PI4K2A block	TrxR1 substrate	IDH1 R132H inh	TRHR enhancer	TRHR agonist	D2 agonist	USP1-UAF1 inh	D2 antag
- COCC(C)NC(=O)c1oc2c(c1C)C1(CCC2)SCCS1 (centres undefined)
    11%	-8	-2%	17%	-4	-0.3	1.3	-14%	-2
- CCOC(=O)C(C(C)=O)C(c1ccc(OCCC(C)C)cc1)C(C(C)=O)C(=O)OCC (centres undefined)
    18%	-1	11%	2%	0	-0.1	-0.2	-10%	11
- COc1cccc(N2CCN(C(=O)CCNS(=O)(=O)c3ccc4c(c3)c(=O)n(C)c(=O)n4C)CC2)c1
    4%	-3	-6%	4%	4	-0.4	0.0	-20%	7
- CCCC/C(C)=N/NC(=O)Nc1ccccc1
    9%	-10	5%	3%	11	-0.1	-0.4	-27%	7
- CN(C)c1ccc(C(=S)N2CCN(C(=S)Nc3ccc(Cl)cc3)CC2)cc1
    -20%[57.1 µM]	-2	-1%[57.1 µM]	-1%	-10	0.5	0.6	-4%	-1
- COc1ccc(-c2nn(C)c3sc(C(=O)N4CCOCC4)cc23)cc1OC
    0%	-9	-8%	8%	4	-0.3	-1.5	-2%	16
- CC(C)(C)OC(=O)C[C@@H]1C/C=C\C[C@H](CC(=O)N(CCO)Cc2ccccc2)C(=O)NC[C@@H](c2ccccc2)OC1=O
    28%[57.1 µM]	2	13%[57.1 µM]	-3%	nt	nt	nt	-12%	nt
- CCNCc1ccc(OCc2ccccc2F)c(OC)c1
    16%	-1	3%	10%	12	0.6	0.3	-13%	17
- CCN(CC)C(=O)Cn1nnc2sc(-c3ccccc3)cc2c1=O
    -2%	-1	44%[activator]	nt	13	-0.1	0.2	-13%	nt
- Cc1ccc(NC(=O)CN2C(=O)C3C4C=CC(C4)C3C2=O)cc1 (centres undefined)
    12%[57.1 µM]	-2	7%[57.1 µM]	3%	2	0.6	1.0	-6%	-9
- CC(CN1CCCC1)C(=O)NN (centres undefined)
    22%	0	1%	11%	-2	0.1	0.8	-26%	0
- CC(=O)Nc1ccc(S(=O)(=O)Nc2nc(C)nc3sc4c(c23)CCC4)cc1
    14%	-6	3%	0%	10	0.5	0.6	-4%	-14
- CCc1c(C(C)S(=O)(=O)c2ccccc2)[nH]c(=O)n1CC (centres undefined)
    1.8µM*	4	-16%[57.1 µM]	4%	3	1.3	-0.1	-8%	35*
- CN(C)CCN(Cc1cc2cc3c(cc2[nH]c1=O)OCO3)C(=S)NCc1ccco1
    -1%[57.1 µM]	3	28%[57.1 µM]	-5%	-2	0.2	-1.3	-20%	5
- COc1ccc(OC)c(C2C(C(=O)N(C)C)=C(C)Nc3nc4ccccc4n32)c1 (centres undefined)
    2%	-16	4%	11%	-5	-0.3	-0.1	-20%	7
- CCOc1ccc(Nc2ncnc3scc(-c4ccc(OC)cc4)c23)cc1
    17%[57.1 µM]	-2	3%[57.1 µM]	0%	-1	0.2	1.3	-7%	nt
- CCCCOc1ccc(S(=O)(=O)n2c(C)nc3ccccc32)cc1
    25%	3	8%	2%	2	0.9	0.2	-14%	-20
- Cc1ccc(N(C(=O)Cn2nnc3ccccc32)C(C(=O)NCc2ccco2)c2ccc(C)o2)cc1 (centres undefined)
    14%	8	8%[57.1 µM]	0%	-9	-0.2	-0.2	0%	0
- Nc1ncc(S(=O)(=O)NCc2ccccc2)cn1
    20%[57.1 µM]	1	2%[57.1 µM]	-8%	-1	0.0	1.1	11%	nt
- O=C(NC1CCCC1)C(c1cccnc1)N(C(=O)c1csnn1)c1ccccc1 (centres undefined)
    -3%[57.1 µM]	6	-2%[57.1 µM]	5%	6	-1.8	-0.5	-1%	-7
- CCCOc1ccccc1C(=O)NCCCC(=O)O
    11%[57.1 µM]	-18	-3%[57.1 µM]	3%	3	-0.3	nt	-13%	nt
- COCCSc1ccccc1C(=O)Nc1nnc(COC)s1
    9%	-2	4%	6%	1	0.4	0.5	-9%	12
- CCOC(=O)c1cc2c(=O)n3ccccc3nc2n(C(C)C)c1=NC(=O)c1ccco1
    18%[57.1 µM]	2	51%[activator][57.1 µM]	-1%	3	-1.1	-0.9	-14%	-6
- COc1ccc(CCNC(=O)C2CC3Cn4c(nc5cc(C)c(C)cc54)C3N2C)cc1 (centres undefined)
    -7%	-4	2%	8%	-2	-0.4	0.2	-21%	4
- CCC(C(=O)NC1CCCCC1)N(Cc1cccs1)C(=O)CCC(=O)Nc1cc(C)on1 (centres undefined)
    4%[57.1 µM]	-3	3%[57.1 µM]	-3%	-3	-0.8	-0.3	-12%	11
- COc1ccc(C(=O)c2ccsc2N)cc1
    ?	-23	5%	5%	-4	0.1	0.3	-9%	18
- COc1ccc(C2CC(c3ccc(Cl)cc3)Nc3nc(NC(=O)c4ccco4)nn32)cc1 (centres undefined)
    -7%[57.1 µM]	-5	-6%	1%	10	-0.4	-0.1	-15%	-2
- Cc1ccc(NC(=O)CCC(=O)N2CCC(C)CC2)c([N+](=O)[O-])c1
    4%	6	-3%	0%	3	-0.5	-1.4	-7%	-4
- O=C1OCC2=C1C(c1ccc(F)cc1)CC(=O)N2c1ccc(F)cc1 (centres undefined)
    nt	nt	nt	nt	-11	-1.2	0.8	nt	-7
- O=C(Cn1cc2c(n1)CCCCC2)NCCN1CCOCC1
    -10%[57.1 µM]	-2	5%[57.1 µM]	4%	0	0.8	3.9	-10%	-3

# Just TrxR1 substrate, PI4K2A block and TRHR agonist, for 3 of the compounds above:
SMILES	TrxR1 substrate	PI4K2A block	TRHR agonist
CCOC(=O)c1cc2c(=O)n3ccccc3nc2n(C(C)C)c1=NC(=O)c1ccco1	51%[activator][57.1 µM]	2	-1.1
COc1ccc(CCNC(=O)C2CC3Cn4c(nc5cc(C)c(C)cc54)C3N2C)cc1 (centres undefined)	2%	-4	-0.4
CCC(C(=O)NC1CCCCC1)N(Cc1cccs1)C(=O)CCC(=O)Nc1cc(C)on1 (centres undefined)	3%[57.1 µM]	-3	-0.8

# (list continues)
# Second line of a record – rTrxR1 inhibitor	PI4K2A block	TrxR1 substrate	IDH1 R132H inh	TRHR enhancer	TRHR agonist	D2 agonist	USP1-UAF1 inh	D2 antag
- COc1ccc(C(=O)N2CCC(C(=O)Nc3ccc(C)cc3)CC2)cc1
    8%	0	1%	11%	2	-0.5	0.9	-18%	6
- COc1ccccc1C(NC(=O)C1CCCCC1)c1c(O)ccc2ccccc12 (centres undefined)
    -5%[11.4 µM]	-3	-2%[11.4 µM]	-4%	-1	0.5	3.1	-25%	-20
- CCCCOC(=O)c1ccc(N=Nc2c(C)c(C#N)c(O)[nH]c2=O)cc1
    5%	4	-9%	-2%	-2	-0.3	-0.3	-20%	6
- Nc1nonc1-c1noc(N2CCOCC2)n1
    24%[57.1 µM]	-6	23%[57.1 µM]	5%	0	0.4	-1.3	-2%	-17
- CSc1ccc(/C=C(/NC(=O)c2ccc(C)cc2)C(=O)Nc2cccc(C)c2)cc1
    -2%	-1	0%	1%	3	0.3	1.0	1%	-4
- CCSc1nnc(NC(=O)C2CCCCC2)s1
    17%[57.1 µM]	5	2%[57.1 µM]	0%	5	0.6	-0.1	-16%	-16
- CCOc1cccc(/C=N/NC(=O)c2cccnc2)c1O
    -3%	-2	-8%	-2%	7	0.8	0.2	-3%	0
- O=C(C1CC=CCC1)N1CCN(S(=O)(=O)c2ccc(F)cc2)CC1 (centres undefined)
    6%	-3	-4%	1%	0	-1.4	-1.2	0%	-2
- COc1cccc(-c2sc3ccc(OC)cc3c2C#CCCO)c1
    24%	-1	13%	7%	0	-0.3	-1.1	-26%	-5
- COc1ccc(C(=O)OCC(=O)N(C)C2CCS(=O)(=O)C2)cc1Br (centres undefined)
    -7%	-1	-8%	-14%	-6	-0.3	0.0	4%	3
- CSCCC(NC(=O)c1ccccc1Cl)C(=O)N1CCCCC1 (centres undefined)
    20%	-3	0%	-5%	2	-0.3	0.9	4%	-19
- Cc1ccc(SC[C@H](CC(C)C)N2CCN(CCc3ccccc3)CCC2=O)cc1
    -3%	-1	2%	3%	-9	0.5	-1.9	?	-11
- COc1cccc(/C=N/NC(=O)C(=O)NCc2cccnc2)c1OC
    9%[57.1 µM]	-7	4%[57.1 µM]	13%	3	-0.4	-0.9	-16%	-9
- Brc1ccc2[nH]ncc2c1
    18%	-3	9%	7%	6	0.1	-0.5	0%	11
- COc1ccccc1CCNC(=O)C(=O)Nc1cc2c3c(c1)C(C)C(=O)N3CCC2 (centres undefined)
    7%	-5	-1%	1%	-5	-0.1	0.4	-2%	3
- COc1ccc([N+](=O)[O-])cc1NC(=O)c1ccc(-n2nc(C)cc2C)cc1
    6%	-1	6%[57.1 µM]	4%	6	0.3	2.5	-5%	-4
- COc1ccc(/C=N\Nc2ccccn2)c(OC)c1
    10%	-7	0%	1%	7	0.0	-1.6	-2%	-10
- COc1ccc(NC(=O)CSc2nc3[nH]ncc3c(=O)[nH]2)cc1OC
    -18%	-8	-5%	0%	6	0.0	0.1	-16%	1
- COc1cc2c(C(=O)NCCCOC(C)C)cn(CC(C)C)c(=O)c2cc1OC
    2%	9	1%	0%	-4	-1.0	0.0	-9%	5
- O=C(COC(=O)c1ccccc1NCCO)Nc1cc(C(F)(F)F)ccc1N1CCOCC1
    -7%	3	86%[activator]	0%	-7	0.3	-1.3	-27%	18
- Cc1ccc(C(CC(=O)NCc2ccco2)c2ccc(OC(C)C)cc2)cc1 (centres undefined)
    2%	2	-6%	12%	3	0.9	0.3	-12%	17
- COc1ccc(C2C(C(=O)NCC3CCCO3)c3cc(OC)c(OC)cc3C(=O)N2C)cc1OC (centres undefined)
    8%[57.1 µM]	4	11%[57.1 µM]	-5%	-3	0.2	nt	-20%	nt
